JMJD2C inh = inhibitors of GASC-1 histone demethylase, primary screen, biochemical, fluorescence, DELFIA europium; inhibition, % at 2.35 µM; Lysine-specific demethylase 4C (Homo sapiens), Q9H3R0; AID 2099, 2009; GST-JMJD2C(1-420) H3K9me3 demethylation; 0.069% of 330,000 active;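 active means more than half of a compound's replicate wells show inhibition beyond 50%, single wells judged on their own value; inconclusive means some, but no more than half, of replicates pass 50% inhibition; inactive means no replicate passes 50% inhibition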;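 further: signal counts dimethyl H3K9 product captured on neutravidin plate; 0% = median of DMSO wells and 100% = 0.3 times that DMSO median; strong numbers were not always called active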
HCV core dimer = inhibitors of HCV core protein dimerization, primary screen, biochemical, TR-FRET, high-throughput; 0.33% of 300,000 active; inhibition, % at 5 µM; TR-FRET GST/Flag-core106 dimerization, 1536-well; AID 1899, 2009;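 active means inhibition above the mean of all tested compounds plus 3 SD, set per screening campaign, cut at about 45% in these data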
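assay system = GST-tagged and Flag-tagged HCV core protein residues 1-106 | controls = unlabelled core106 and no-GST-core106 wells | incubation = compound-protein-antibody incubation 4 h at 22.5 °C | probe or stimulus = Eu donor and XL665 acceptor anti-tag antibodies | read-out = % inhibition based on acceptor/donor emission ratio | signal = TR-FRET 671 and 617 nm emission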
PP1 counter = PP1-alpha phosphatase inhibitors, primary screen, counter-screen for PP5 inhibitor project, biochemical, fluorescence, OMFP substrate, single point. Serine/threonine-protein phosphatase PP1-alpha catalytic subunit (Homo sapiens), P62136. purified PP1alpha. inhibition, % at 6.7 µM. 0.9% of 320,000 active;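 active means inhibition above the mean inhibition of all tested compounds plus 3 SD, computed separately for each screening campaign, cut at about 15% in these data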
Target sequence (P62136 whole entry, looked up): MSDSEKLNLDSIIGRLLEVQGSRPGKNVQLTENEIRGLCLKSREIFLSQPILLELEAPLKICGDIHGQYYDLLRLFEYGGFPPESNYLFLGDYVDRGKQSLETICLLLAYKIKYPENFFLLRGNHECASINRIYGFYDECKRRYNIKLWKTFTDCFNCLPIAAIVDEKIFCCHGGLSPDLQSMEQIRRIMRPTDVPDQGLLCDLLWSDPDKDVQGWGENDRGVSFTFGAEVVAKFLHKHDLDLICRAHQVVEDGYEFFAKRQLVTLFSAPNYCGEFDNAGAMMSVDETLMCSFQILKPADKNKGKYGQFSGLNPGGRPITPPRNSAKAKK
Fh CTSL1 inh = Fasciola hepatica cathepsin L1 inhibitors, primary screen, counter-screen for PFM18AAP inhibitor project, biochemical, QFRET, fluorogenic peptide substrate; recombinant F. hepatica cathepsin L1, Z-Leu-Arg-MCA fluorescence; inhibition, % at 5.96 µM; 0.49% of 300,000 active;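 active means inhibition above the mean of all tested compounds plus 3 SD, set per screening campaign, cut at about 17% in these data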;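 further: 0% = plate median of test compound wells and 100% = 1 µM Z-Phe-Ala-diazomethylketone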
procasp7 counter = procaspase-7 activators, primary screen, counter-screen for procaspase-3 activator project, biochemical, absorbance, HTS, human; Caspase-7 (Homo sapiens), P55210; recombinant procaspase-7, Ac-DEVD-pNA absorbance 405 nm; D23A/D198A/D206A triple mutant, cannot self-cleave; scale: DMSO 0, 5 µM enzyme 100; activation, % at 8.5 µM; 0.093% of 330,000 active; AID 463210, 2010;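 active means percent activation above the screen-wide mean plus 3 SD, cut at about 25% in these data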
Target sequence (P55210 whole entry D23A/D198A/D206A): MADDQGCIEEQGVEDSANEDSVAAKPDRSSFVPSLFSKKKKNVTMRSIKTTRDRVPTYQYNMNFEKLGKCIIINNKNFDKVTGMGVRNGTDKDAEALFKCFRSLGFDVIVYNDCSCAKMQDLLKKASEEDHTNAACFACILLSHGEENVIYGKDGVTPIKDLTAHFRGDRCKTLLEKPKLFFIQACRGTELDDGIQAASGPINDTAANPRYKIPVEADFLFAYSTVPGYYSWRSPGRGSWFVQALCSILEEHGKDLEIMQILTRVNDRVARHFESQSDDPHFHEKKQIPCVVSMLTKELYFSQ
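Assay system: Uncleavable procaspase-7 mutant enzyme; Input: 2 µM procaspase-7 mutant as dispensed; Also added: DEVD-pNA substrate; Medium: Zinc-free HEPES pH 7.4 with 300 mM NaCl, 0.01% Triton X-100; Timing: 1 h compound preincubation, 2 h substrate cleavage, 25 °C; Measured by: Epi-absorbance of released pNA at 405 nm, two timepoints.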
procasp3 activ = activators of human procaspase-3 D3A mutant, primary screen, biochemical, absorbance, PC-3 D3A mutant, single concentration | Caspase-3 (Homo sapiens), P42574 | activation, % at 8.5 µM | 0.11% of 330,000 active | recombinant procaspase-3 D3A, Ac-DEVD-pNA absorbance 405 nm;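 active means activation above the mean of all tested compounds plus 3 SD, cut at about 21% in these data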;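 further: 0% = DMSO alone and 100% = DMSO wells spiked with extra 5 µM PC-3 D3A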
Target sequence (P42574 whole entry D9A/D28A/D175A): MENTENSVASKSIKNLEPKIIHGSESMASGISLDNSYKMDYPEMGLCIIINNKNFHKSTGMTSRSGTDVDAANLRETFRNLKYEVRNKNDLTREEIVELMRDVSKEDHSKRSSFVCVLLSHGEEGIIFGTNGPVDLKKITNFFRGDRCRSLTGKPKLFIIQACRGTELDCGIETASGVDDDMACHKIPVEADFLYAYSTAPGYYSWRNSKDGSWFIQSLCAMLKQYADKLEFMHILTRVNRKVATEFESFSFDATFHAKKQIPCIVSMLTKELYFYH
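Assay system: Procaspase-3 D3A mutant, all three cleavage aspartates alanine. Buffer or medium: Zinc-free HEPES saline buffer with Triton X-100. Times: 1 h compound preincubation, 2 h substrate hydrolysis at 25 °C. Measured by: 405 nm absorbance of p-nitroaniline, reads at 0 and 120 min. Read-out basis: percent activation relative to control range. Replicates: singlicate.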
TPT1 inhibitor = Candida albicans TPT1 enzyme inhibitors, primary screen, biochemical, fluorescence polarization | recombinant caTPT1, FP RNA substrate dephosphorylation | inhibition, % at 5 µM | tRNA 2'-phosphotransferase TPT1 (Candida albicans SC5314) | 0.81% of 300,000 active;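 active means inhibition above the mean of all tested compounds plus 3 SD, set per screening campaign, cut at about 24% in these data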;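 further: plate controls were DMSO alone for no effect and ferristatin control at 100 nM for full effect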
PP5 inh = PP5 phosphatase inhibitors, primary screen, biochemical, fluorescence | inhibition, % at 6.7 µM | Serine/threonine-protein phosphatase 5 (Homo sapiens), P53041 | AID 1987, 2009 | purified PP5c, OMFP substrate fluorescence | 0.18% of 320,000 active;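 active means inhibition above the campaign's mean inhibition across all tested compounds plus 3 SD, cut at about 9.5% in these data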;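 further: 0% = DMSO only and 100% = 100 µM cantharidin control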
Efflux pump inh = inhibitors of Candida efflux pumps in yeast, primary screen, S. cerevisiae, Nile Red, multiplex; S. cerevisiae Candida pump triplex; inhibition, % at 10 µM; 0.44% of 330,000 active; AID 485275, 2010;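 active means plate passing quality check with inhibition over a set limit, or well fluorescence over plate mean plus 4 SD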;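 further: Nile Red retained in pooled yeast measured as flow cytometry median fluorescence; 0% = buffer negative control and 100% = Enniatin B positive control; higher means more Nile Red kept so more efflux inhibition; some compounds called inactive have numbers as strong as hits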
* hit, by the source's call. The order is random; overall some 2.9% were active at least once.

COc1cc2nc(-c3ccccc3C)oc(=O)c2cc1OC was read as JMJD2C inh 34, HCV core dimer -3, PP1 counter 2, Fh CTSL1 inh 1, procasp7 counter 9, procasp3 activ 0, TPT1 inhibitor -4, PP5 inh -0.1 and Efflux pump inh 0.0.
`Cc1ccc(NCc2ccc([N+](=O)[O-])s2)cc1` gave JMJD2C inh -3, HCV core dimer -5, PP1 counter -2, Fh CTSL1 inh 1, procasp7 counter -17, procasp3 activ -1, TPT1 inhibitor -1, PP5 inh 1.8 and Efflux pump inh 0.0.
`COc1ccccc1CCNC(C)CCc1ccc(O)cc1` (stereo not given) gave JMJD2C inh -1, HCV core dimer -19, PP1 counter -4, Fh CTSL1 inh 6, procasp7 counter -3, procasp3 activ 4, TPT1 inhibitor 1, PP5 inh 3.2 and Efflux pump inh 0.0.
Cc1ccc(N2C(=O)c3ccccc3C2=O)cc1C was read as JMJD2C inh 1, HCV core dimer 4, PP1 counter -1, Fh CTSL1 inh 1, procasp7 counter 7, procasp3 activ 2, TPT1 inhibitor 2, PP5 inh 0.8 and Efflux pump inh -0.1.
CC1(C)Cc2c(c(N3CCOCC3)nc3sc4c(NN)ncnc4c23)CS1 was read as JMJD2C inh -3, HCV core dimer -6, PP1 counter 3, Fh CTSL1 inh 6, procasp7 counter -4, procasp3 activ -5, TPT1 inhibitor -5, PP5 inh -0.9 and Efflux pump inh -0.2.
Screening CCn1c(Cn2nnc(-c3ccccc3)n2)nnc1SCc1ccc(Cl)c(Cl)c1 returned JMJD2C inh -3, HCV core dimer 14, PP1 counter 7, Fh CTSL1 inh 3, procasp7 counter 10, procasp3 activ -3, TPT1 inhibitor -2, PP5 inh 3.8 and Efflux pump inh 0.1.
CC(=O)Nc1ccc(S(=O)(=O)NNc2ccc([N+](=O)[O-])cc2)cc1 was read as JMJD2C inh 8, HCV core dimer -4, PP1 counter -2, Fh CTSL1 inh 2, procasp7 counter -9, procasp3 activ -8, TPT1 inhibitor 1, PP5 inh -3.5 and Efflux pump inh 0.0.
For CC1CCN(C(=O)CCN2C(=O)C3C4C=CC(C4)C3C2=O)CC1 (stereo not given) the results were JMJD2C inh 7, HCV core dimer -7, PP1 counter -1, Fh CTSL1 inh 1, procasp7 counter -2, procasp3 activ 10, TPT1 inhibitor -2, PP5 inh 1.2 and Efflux pump inh 0.0.
For Cc1nn(C)c(C(=O)Sc2cccc(Cl)c2)c1[N+](=O)[O-] the results were JMJD2C inh -7, HCV core dimer 1, PP1 counter -4, Fh CTSL1 inh 1, procasp7 counter -5, procasp3 activ -5, TPT1 inhibitor -2, PP5 inh -0.6 and Efflux pump inh 0.2.
`Cc1ccc(S(=O)(=O)N(C)Cc2ccc(C(=O)N/N=C3\CCCC(=O)C3)cc2)cc1` gave JMJD2C inh 0, HCV core dimer 13, PP1 counter -2, Fh CTSL1 inh 2, procasp7 counter -2, procasp3 activ -1, TPT1 inhibitor 2, PP5 inh -2.9 and Efflux pump inh -0.1.
Screening O=[N+]([O-])c1ccc(-c2cnc(NO)nc2)cc1 returned JMJD2C inh -5, HCV core dimer 2, PP1 counter -1, Fh CTSL1 inh 1, procasp7 counter -20, procasp3 activ -19, TPT1 inhibitor -3, PP5 inh 0.0 and Efflux pump inh 0.1.
`CCN(CC)S(=O)(=O)c1ccc(-n2cnc3cc(C)c(C)cc32)nc1` gave JMJD2C inh -4, HCV core dimer 7, PP1 counter 1, Fh CTSL1 inh 4, procasp7 counter 9, procasp3 activ 7, TPT1 inhibitor 3, PP5 inh 1.8 and Efflux pump inh -0.2.
For COc1ccc2oc(C(=O)CCC(=O)O)c(N)c2c1 the results were JMJD2C inh -6, HCV core dimer 15, PP1 counter -3, Fh CTSL1 inh 2, procasp7 counter -5, procasp3 activ 3, TPT1 inhibitor -3, PP5 inh 0.1 and Efflux pump inh 0.0.
For Cn1c(-c2ccc3nc(N)sc3c2)nc2cc(N)ccc21 the results were JMJD2C inh -7, HCV core dimer -15, PP1 counter 15, Fh CTSL1 inh -2, procasp7 counter -3, procasp3 activ 3, TPT1 inhibitor 4, PP5 inh 1.3 and Efflux pump inh -0.1.
O=C(COC(=O)COc1ccccc1)Nc1ncc([N+](=O)[O-])s1 was read as JMJD2C inh -4, PP1 counter 1, procasp7 counter -23, procasp3 activ -23, PP5 inh 2.9 and Efflux pump inh -0.2.
`N#Cc1c(C(F)(F)F)cc(-c2cccs2)nc1SCc1cccnc1` gave JMJD2C inh inconclusive, HCV core dimer 7, PP1 counter 5, Fh CTSL1 inh 2, procasp7 counter 9, procasp3 activ 12, TPT1 inhibitor 1, PP5 inh 2.4 and Efflux pump inh -0.1.
Screening COc1ccc(CNC(=O)CN(c2ccc(C)cc2)S(=O)(=O)c2c(C)nn(C)c2C)cc1 returned JMJD2C inh -19, HCV core dimer -3, PP1 counter 0, Fh CTSL1 inh -2, procasp7 counter 7, procasp3 activ 12, TPT1 inhibitor 2, PP5 inh -2.0 and Efflux pump inh -0.2.
For CC1CC(C)CN(CCCNC(=O)C2CCCN(S(=O)(=O)N3CC(C)CC(C)C3)C2)C1 (stereo not given) the results were JMJD2C inh -22, HCV core dimer -6, PP1 counter -2, Fh CTSL1 inh -1, procasp7 counter 7, procasp3 activ -4, TPT1 inhibitor -1, PP5 inh -1.9 and Efflux pump inh -0.2.
Screening Cc1ccc(-c2cccc(CN3CCN(C(C)C)C(CCO)C3)c2)o1 (stereo not given) returned JMJD2C inh 7, HCV core dimer 10, PP1 counter -4, Fh CTSL1 inh -1, procasp7 counter -3, procasp3 activ -1, TPT1 inhibitor -2, PP5 inh -1.0 and Efflux pump inh 0.2.
For CCCc1ccc(C(=O)CCC(=O)NNC(=O)c2ccncc2)cc1 the results were JMJD2C inh -94, HCV core dimer 3, PP1 counter -3, Fh CTSL1 inh -7, procasp7 counter 1, procasp3 activ 4, TPT1 inhibitor 1, PP5 inh 2.3 and Efflux pump inh 0.1.
CC(C)N1CCC(=NNC(=O)c2ccc(Br)o2)CC1 was read as JMJD2C inh 9, HCV core dimer -8, PP1 counter 2, Fh CTSL1 inh -1, procasp7 counter 7, procasp3 activ 4, TPT1 inhibitor -2, PP5 inh 0.9 and Efflux pump inh 0.0.
Cc1ccc(S(=O)(=O)N2CCN(S(=O)(=O)c3ccc4c(c3)OCCO4)CC2)cc1 was read as JMJD2C inh -1, HCV core dimer 3, PP1 counter -4, Fh CTSL1 inh -4, procasp7 counter 2, procasp3 activ 0, TPT1 inhibitor 0, PP5 inh 2.0 and Efflux pump inh -0.1.
O=[N+]([O-])c1ccc(O)c(P(=O)(c2ccccc2)c2ccccc2)c1 was read as JMJD2C inh 6, HCV core dimer -8, PP1 counter 2, Fh CTSL1 inh 6, procasp7 counter -6, procasp3 activ -7, TPT1 inhibitor -2, PP5 inh -1.2 and Efflux pump inh -0.4.
Screening Cc1ccc(CN2CCNC(=O)C2CC(=O)O)o1 (stereo not given) returned JMJD2C inh -11, HCV core dimer -8, PP1 counter 2, Fh CTSL1 inh 0, procasp7 counter 7, procasp3 activ -3, TPT1 inhibitor 2, PP5 inh -1.4 and Efflux pump inh 0.9.
For COc1ccc(NC(=O)Cc2ccsc2)cc1S(=O)(=O)N1CCOCC1 the results were JMJD2C inh 18, PP1 counter -4, procasp7 counter 6, procasp3 activ -3, PP5 inh -0.4 and Efflux pump inh -0.2.
`Cc1ccccc1C(=O)Nc1cccc(C(=O)N/N=C/c2cc(Cl)cc([N+](=O)[O-])c2O)c1` gave JMJD2C inh 27, HCV core dimer 0, PP1 counter 19*, Fh CTSL1 inh 3, procasp7 counter -6, procasp3 activ 1, TPT1 inhibitor 0, PP5 inh 1.6 and Efflux pump inh -0.3.
For CCn1ccnc1CC1COc2ccccc2O1 (stereo not given) the results were HCV core dimer 11, PP1 counter -1, Fh CTSL1 inh 8, procasp7 counter 4, procasp3 activ 15, TPT1 inhibitor -2, PP5 inh -0.2 and Efflux pump inh -0.2.
For C[C@@]12C(=O)N(c3cccc(F)c3)C(=O)N1[C@@H]1c3ccccc3OC[C@@H]1[C@H]2c1ccccc1 the results were JMJD2C inh 1, procasp7 counter 5, procasp3 activ 1 and Efflux pump inh -0.1.
For Cc1noc(C)c1C(=O)NCc1ccccc1F the results were JMJD2C inh 2, HCV core dimer -2, PP1 counter -2, Fh CTSL1 inh 0, procasp7 counter 4, procasp3 activ -1, TPT1 inhibitor -3, PP5 inh -1.7 and Efflux pump inh 0.1.
O=[N+]([O-])c1ccccc1Sc1nccn1Cc1ccccc1 was read as JMJD2C inh -9, HCV core dimer 7, PP1 counter -1, Fh CTSL1 inh -1, procasp7 counter 8, procasp3 activ -4, TPT1 inhibitor 0, PP5 inh -0.5 and Efflux pump inh 0.1.
Screening Cc1ccc(S(=O)(=O)Oc2ccccc2/C=N/O)cc1 returned JMJD2C inh 2, HCV core dimer -10, PP1 counter -2, Fh CTSL1 inh -1, procasp7 counter -1, procasp3 activ -5, TPT1 inhibitor -1, PP5 inh 4.6 and Efflux pump inh 0.0.
Screening CCOC(=O)c1c(C)nc2ccccc2c1C returned JMJD2C inh -16, HCV core dimer -5, PP1 counter 2, Fh CTSL1 inh 2, procasp7 counter -3, procasp3 activ 5, TPT1 inhibitor -3, PP5 inh 3.5 and Efflux pump inh -0.2.
Screening Cc1ccccc1/C=N/n1c(C2CCCCC2)n[nH]c1=S returned JMJD2C inh 7, HCV core dimer 5, PP1 counter 6, Fh CTSL1 inh -5, procasp7 counter -6, procasp3 activ -9, TPT1 inhibitor 2, PP5 inh 3.4 and Efflux pump inh 0.0.
`COc1ccccc1NC(=O)CSC1=NC(=O)C(Cc2ccccc2)C(=O)N1` (stereo not given) gave JMJD2C inh -23, HCV core dimer 5, PP1 counter -2, Fh CTSL1 inh 5, procasp7 counter 2, procasp3 activ 5, TPT1 inhibitor -4, PP5 inh -0.9 and Efflux pump inh 0.0.
CC1(C)CCC[C@]2(C)[C@H]3Cc4cc(O)ccc4O[C@]3(C)CC[C@@H]12 was read as JMJD2C inh 15, procasp7 counter 14, procasp3 activ 1 and Efflux pump inh -0.1.
